NS5 inhibitors = Dengue-2 NS5 methyltransferase inhibitors, primary screen, biochemical, confirmation dose response (AID 588689); Dengue-2 NS5 methyltransferase capping enzyme assay, biochemical; higher % means a stronger effect; hit rate 0.3% among 340,000; inhibition, % at 25 µM, or IC50 in µM where a hit was titrated; in the data active = a potency from the dose series; inconclusive = inhibition above about 29% without an active follow-up result
KOR beta-arrestin-1 = kappa opioid receptor activators – cell-based, luminescence, uHTS, primary screen (AID 1777). KOR beta-arrestin recruitment, luminescence; higher % means a stronger effect. activation, % at 10 µM; hits with a dose series show EC50 in µM. hit rate 0.02% among 280,000; in the data active = activation above about 50%, passing the limit was not always enough; also: a part of the inactive calls stands beside numbers as strong as those of hits
NOD1 NF-kB reporter = NOD1 signaling inhibitors, primary screen, cell-based, luminescence, uHTS (AID 1578). NOD1-driven NF-kB luciferase reporter cells, luminescence; higher % means a stronger effect. one-dose inhibition, % at 4 µM; EC50 in µM for titrated hits. hit rate 1% among 290,000; in the data active = inhibition mostly above about 36%, no sharp cut-off; inactive = mostly below about 34%;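 also: HEK-293T reporter cells stimulated with the NOD1 agonist gamma-tri-DAP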
NOD2 inhibition = NOD2 signaling inhibitors, cell-based, luminescence, uHTS, HEK293 (AID 1566) | HEK293 NOD2/NF-kB luciferase reporter, luminescence; higher % means a stronger effect | inhibition, % at 4 µM, or EC50 in µM where a hit was titrated | hit rate 0.63% among 290,000; also: many of its hits are not listed in these tables
KOR beta-arrestin-2 = kappa opioid receptor blockers – cell-based, luminescence, uHTS (AID 1778); KOR beta-arrestin recruitment, luminescence, antagonist mode; higher % means a stronger effect; inhibition, % at 10 µM; hits with a dose series show IC50 in µM; hit rate 0.091% among 290,000; also: strong numbers were not always called active
AID2073 = disruptors of CaV2.2 binding to Mint1 – biochemical, HTRF (AID 2073); HTRF protein-protein interaction, Mint1-CaV2.2; higher % means a stronger effect; one-dose inhibition, % at 20 µM; IC50 in µM for titrated hits; hit rate 0.19% among 290,000; in the data active = inhibition mostly above about 51%, no sharp cut-off; inconclusive = no clear call, values can overlap the other calls; inactive = mostly below about 53%; also: some results filed as inactive read as strong as hits
Yfh1-off respiration = enhancers of respiration in Yfh1-depleted yeast, dose response, Friedreich's ataxia, plus single-dose screen (AID 1465). S. cerevisiae Yfh1-off respiration, WST-1 reduction, 72 h; higher fold induction means a stronger effect. fold induction at 50 µM, or EC50 in µM where a hit was titrated. hit rate 0.074% among 220,000;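 active = fold induction of absorbance versus untreated yeast above a set limit, then at least 30% activation at any dose in follow-up; inconclusive = repeats straddling the limit, or above it without dose testing; inactive = fold induction below the set limit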;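 also: activators that raise dye reduction in frataxin-depleted yeast; strong numbers were not always called active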
West Nile antiviral = West Nile virus antiviral activity, cell-based, CPE readout (AID 1621) | West Nile virus-infected cells, CPE inhibition; higher % means a stronger effect | CPE inhibition, % at 10 µM, or IC50 in µM where a hit was titrated | hit rate 0.02% among 290,000; in the data active = a potency from the dose series; inconclusive = CPE inhibition mostly from about 3.7% at the one dose, without a potency; inactive = the rest, 99 in 100 with CPE inhibition below about 2.2%; also: strong numbers were not always called active
HIV peptide binding = inhibitors of HIV fusion peptide binding, primary screen, biochemical, uHTS, fluorescence dequenching (AID 1986); cell-free peptide binding, fluorescence dequenching, 30 min; higher % means a stronger effect; inhibition, % at 20 µM, or IC50 in µM where a hit was titrated; hit rate 0.3% among 290,000; in the data active = inhibition mostly above about 52%, no sharp cut-off; inactive = mostly below about 76%; also: some results filed as inactive read as strong as hits
NS5 inhibitors pilot replicate = also measured in NS5 inhibitors; calls as there; inhibition, %; measured here: pilot screen replicate inhibition
* hit, by the source's call; i = inactive; ? = inconclusive; · = not tested or not shown; & = joins results of further samples; [ ] = remark or other dose. Rule as the data show it, unless noted: active = inhibition above about 50%; inactive = the rest.

SMILES | NS5 inhibitors | KOR beta-arrestin-1 | NOD1 NF-kB reporter | NOD2 inhibition | KOR beta-arrestin-2 | AID2073 | Yfh1-off respiration | West Nile antiviral | HIV peptide binding | others
COc1ccc(C(CC(=O)O)NC(=O)Nc2ccccc2)cc1OC (configuration not stated) | -7% | 0.4% | -5% | 8% | -6% | -11% | i | -0.2% | -0.2%
Cc1cn2c(N)c(/C=C3\C=Nc4ccccc43)c(=O)nc2s1 | 2% | 1.0% | 1% | -22% | -39% | -107% | i | 0.1% | 5.1%
C#CCn1cc(Cl)cc(C(=O)Nc2ccccc2)c1=O | 8% | -2.3% | -19% | -29% | 9% | 1% | · | -0.4% | 2.3%
CCC(C(=O)NCCC(C)C)n1ccc2cc(S(=O)(=O)N3CCCCC3)ccc21 (configuration not stated) | -9% | -2.9% | 35% | 49% | -16% | 1% | · | 0.1% | 0.7%
Cc1cc2nccc(-c3ccc(Cl)cc3Cl)n2n1 | -1% | -1.6% | -20% | -10% | 20% | 13% | · | 1.0% | -3.3%
CCOC(=O)COc1ccc(-c2nnc(-c3ccccc3)o2)cc1 | -4% | 0.0% | -20% | 6% | 17% | 7% | i | -0.2% | -2.3% | NS5 inhibitors pilot replicate=1.2
O=C1C2CC=CCC2C(=O)N1c1ccc(N2CCN(c3ccccn3)CC2)c([N+](=O)[O-])c1 (configuration not stated) | -1% | -0.4% | -17% | 19% | -10% | -8% | i | -0.1% | -1.2%
CN(C)S(=O)(=O)c1ccc(N2CCCC2)c(C(=O)Nc2nc3ccccc3s2)c1 | 3% | 6.2% | -24% | -59% | 14% | 30% | i | 0.1% | 0.0%
NS(=O)(=O)Cc1noc2ccccc12 | 1%&-3% | -1.5% | 26% | 6% | 7%[20 µM] | -6% | · | 0.5% | 1.6%
COc1ccc(NC(=O)CCCCC(=O)Nc2ccc(OC)cc2)cc1 | -5% | -4.7% | -18% | 8% | -9%[20 µM] | 15% | · | 0.4% | -0.1%
COc1ccc(CCNC(=O)Nc2ccc3c(c2)OCO3)cc1OC | -2% | 0.2% | -34% | -9% | -32% | -10% | i | -0.1% | -0.4%
CN(c1ccccc1)S(=O)(=O)c1ccc(NC(=O)C2CC2)cc1 | -1% | 1.3% | -23% | 1% | -1% | 6% | · | ? | 0.9%
Cc1ccc(-c2nc3cnccn3c2Nc2ccc3c(c2)OCO3)cc1 | -4% | 5.3% | 8% | -37% | -29% | -27% | i | 0.1% | 15%
Cc1nc2ccccc2c(=O)n1/N=C/c1ccc(F)cc1 | 0% | -6.8% | 3% | 4% | -4% | -9% | · | -0.5% | -1.3%
CCOC(=O)C1CCN(C(=O)c2cc(C)n(C(C)(C)C)n2)CC1 | 11% | 0.7% | -4% | -20% | -16% | 5% | i | 0.1% | -0.7%
Cc1ccc([N+](=O)[O-])cc1NC(=O)c1ccc2c(c1)OCO2 | -12% | -6.1% | -16% | 7% | -34%[20 µM] | -13% | i | 0.1% | -2.2%
COc1cc(/C=N/NC(N)=O)ccc1OC(=O)c1cccs1 | -4% | 0.5% | -20% | 11% | -11%[20 µM] | -7% | i | 0.3% | 1.0%
COc1ccccc1Cn1c(SCC(N)=O)nc2c(oc3ccccc32)c1=O | -5% | -2.6% | -43% | 0% | -16% | -1% | i | -0.8% | 3.4%
CCn1c2ccc(C)cc2c2nc3cc(C(=O)O)ccc3nc21 | 3% | 3.2% | -44% | -46% | -69% | 19% | i | -0.3% | 12%
CCCC(=O)Nc1ccc(-c2csc(-c3cccnc3)n2)cc1 | 7% | -1.7% | -32% | 0% | -11% | 7% | · | -0.6% | -0.5%
CN1CCOc2cc(S(=O)(=O)Nc3ccc(F)cc3)ccc21 | 0% | 0.7% | 9% | 18% | -31% | 5% | i | -0.5% | -1.2%
COc1ccc2c(c1)CC/C(=C\C=C\c1ccccc1)C2=O | -1% | -3.0% | -21% | 15% | 31% | -8% | i | -0.8% | 3.0%
CC(C)Oc1ccc(C(=O)NCC(=O)O)cc1 | -9% | 4.3% | -10% | 1% | 18% | 1% | i | -0.3% | 1.2%
CCC1COCCS(=O)(=O)N1Cc1ccccc1F (configuration not stated) | 6% | -0.1% | -15% | -5% | -29%[20 µM] | -2% | · | -0.1% | -0.8%
CC1CC(C)CN(C(=O)CSCC(=O)Nc2nc(-c3cccs3)cs2)C1 (configuration not stated) | 0% | -4.2% | -3% | -25% | -8% | -9% | · | · | -0.5%

Looked up by compound from the entries so far (three):
SMILES | NS5 inhibitors | KOR beta-arrestin-1 | NOD1 NF-kB reporter | NOD2 inhibition | KOR beta-arrestin-2 | AID2073 | Yfh1-off respiration | West Nile antiviral | HIV peptide binding | others
Cc1cn2c(N)c(/C=C3\C=Nc4ccccc43)c(=O)nc2s1 | 2% | 1.0% | 1% | -22% | -39% | -107% | i | 0.1% | 5.1%
CCC1COCCS(=O)(=O)N1Cc1ccccc1F (configuration not stated) | 6% | -0.1% | -15% | -5% | -29%[20 µM] | -2% | · | -0.1% | -0.8%
COc1ccc(CCNC(=O)Nc2ccc3c(c2)OCO3)cc1OC | -2% | 0.2% | -34% | -9% | -32% | -10% | i | -0.1% | -0.4%

Continuation.
SMILES | NS5 inhibitors | KOR beta-arrestin-1 | NOD1 NF-kB reporter | NOD2 inhibition | KOR beta-arrestin-2 | AID2073 | Yfh1-off respiration | West Nile antiviral | HIV peptide binding | others
CC1CC(C)CN(CCCNC(=O)c2ccc(CNS(=O)(=O)c3ccc(F)cc3)cc2)C1 (configuration not stated) | 3% | -1.8% | 10% | 26% | -17% | -4% | · | -0.3% | 1.7%
Cc1ccc(-c2nnc(-c3ccccc3)c(-c3ccccc3)n2)cc1 | -8% | 8.0% | -12% | 15% | 2% | 7% | i | -1.2% | -1.3%
CCCCc1ccc(NC(=O)CC(C)=O)cc1 | -8% | 1.7% | -25% | -2% | -20% | 3% | i | -0.3% | -2.3%
COC(=O)c1cc(NS(=O)(=O)c2ccc(N3CCCCC3)c([N+](=O)[O-])c2)cc(C(=O)OC)c1 | 9% | 1.7% | 26% | 6% | 12% | -4% | i | 0.1% | 8.7%
CCC1(C)N=C(c2ccc3c(c2)OCO3)CC(c2ccccc2O)N1 (configuration not stated) | -7% | -3.4% | -72% | -39% | 6% | 22% | i | 0.3% | -2.2%
Cc1[nH]ccc(=O)c1OCC(=O)O | 3% | -0.5% | -13% | 4% | 23% | 2% | i | 0.3% | -0.5%
COc1ccccc1-n1c(C)nc2cc(C(=O)NCCN3CCOCC3)ccc21 | -3% | 2.8% | -27% | 8% | 2% | -2% | i | 0.2% | -0.9%
O=C(COC(=O)c1ncc(Cl)c(Cl)c1Cl)NC(=O)NCc1ccccc1 | -5% | -3.9% | -35% | 8% | 17% | -21% | i | 1.2% | 1.9%
CC(O)CNCCCOc1ccc(Cl)cc1C(C)(C)C (configuration not stated) | 1% | 5.8% | -47% | -15% | -39% | 14% | i | -0.1% | 1.4%
C=CCOc1c(Br)cc(/C=N/NC(=O)Cc2ccc(C(F)(F)F)cc2[N+](=O)[O-])cc1OC | 3% | 29% | -19% | -1% | 0% | 13% | i | 0.4% | 3.0%
CC(=O)NCC1COc2ccccc2O1 (configuration not stated) | -8% | -2.4% | 2% | 4% | 13% | -7% | i | 0.1% | -0.2%
C/C(=N\Nc1nc2ccccc2s1)c1ccc2c(c1)OCO2 | -4% | 18% | -120% | -73% | -10% | 8% | i | -0.7% | 0.8%
COc1cc(/C=N/n2c(C)n[nH]c2=S)ccc1OCc1ccc(F)cc1 | 6% | 5.3% | -8% | -41% | 23% | -15% | i | -0.5% | 1.2%
COc1ccc(C(=S)N2CCOCC2)cc1OC(=O)c1cc([N+](=O)[O-])c(C)c([N+](=O)[O-])c1 | 1% | -2.3% | -14% | 9% | -48% | 0% | i | 0.0% | 0.2%
CCn1c(=O)cc(OCC(=O)Nc2ccccc2N2CCN(C)CC2)c2ccccc21 | -9% | 4.7% | -12% | 12% | -16% | 10% | i | -0.1% | -1.6%
O=C(COc1ccc(Cl)cc1)NCCS(=O)(=O)N1CCN(c2ccccc2F)CC1 | -7% | -0.3% | -15% | -5% | -38% | 5% | · | 0.8% | 1.8%
CN(C)C(=O)CSc1n[nH]c(-c2ccco2)n1 | -7% | 5.9% | -37% | 3% | 0%[20 µM] | -5% | i | -0.2% | 0.7%
C=CCn1c(SCC(=O)c2[nH]c(C)c(C(=O)OC)c2C)nc2scc(-c3ccc(OC)c(OC)c3)c2c1=O | 2% | 21% | -47% | -71% | -11% | 21% | i | -0.1% | -0.9%
O=C(CSc1nc2ccccc2s1)Nc1ccc(C(=O)O)cc1 | 0% | -0.7% | -5% | 17% | 0% | 12% | i | 0.0% | -0.2%
CCOc1ccccc1N(CC(=O)Nc1ccc(OC)cc1OC)S(=O)(=O)c1ccccc1 | 7% | 0.0% | 12% | -16% | -8%[20 µM] | ? | · | -0.1% | -0.4%
COc1ccc(C(=O)CCc2nc3ccccc3s2)cc1 | 5% | 3.9% | -30% | -5% | -11% | -1% | i | -1.3% | 2.0%
CC(=O)N1C(=O)NC(c2ccccc2)=C([N+](=O)[O-])C1c1ccccc1 (configuration not stated) | -4% | 0.5% | -31% | -7% | -36% | 0% | · | 0.4% | 1.2%
CCOC(=O)c1c(-c2ccc(F)cc2)csc1NC(=O)CCN1CCOCC1 | 0% | -0.7% | -7% | 16% | 0% | -6% | i | -0.8% | 0.3%
CCCc1[nH]c(=O)c(C#N)c2c1COC(C)(C)C2 | -8% | -7.3% | -5% | 11% | 21% | -5% | i | 1.0% | -2.4%
CCOC(=O)c1ccc(NC(=S)NC(=O)c2nn(CC)cc2Br)cc1 | 1% | 19% | -11% | 6% | -25% | 0% | i | -0.6% | 0.3%

Other records:
SMILES | NS5 inhibitors | KOR beta-arrestin-1 | NOD1 NF-kB reporter | NOD2 inhibition | KOR beta-arrestin-2 | AID2073 | Yfh1-off respiration | West Nile antiviral | HIV peptide binding | others
C/C(=N\O)C(=O)C(CN1CCCCC1)CN1CCCCC1 | -1% | 10% | -11% | -7% | 11% | 2% | i | -0.5% | -0.5%
Cc1ccccc1CN(C)C(=O)CNC(=O)c1ccc2ccccc2c1 | 0% | -2.4% | 4% | 2% | -15% | 11% | · | -1.2% | 1.3%
Cc1cc(OC(=O)c2c(Cl)cc(Cl)cc2Cl)nc(C)n1 | -9% | 3.5% | 39% | 20% | 3% | 15% | i | 0.0% | -1.5% | NS5 inhibitors pilot replicate=-8.5
CCOC(=O)c1c[nH]c2c(Cl)c(Cl)ccc2c1=O | -5% | 2.5% | 8% | 1% | -25% | 0% | i | -0.5% | -2.1%
Cn1c(=O)[nH]c(=O)c2c1nc(Br)n2CC(O)COCc1ccccc1 (configuration not stated) | -7% | 27% | 12% | 16% | 24% | 11% | i | -0.2% | -3.9%
CCOC(=O)[C@@H]1[C@H]2COc3cc(OC)ccc3[C@@H]2N2C(=O)N(c3cccc(Cl)c3)C(=O)[C@@]12C | -1% | -0.7% | -13% | 11% | -7%[20 µM] | 0% | · | -1.2% | -0.2%
CCCC1(C(=O)OC)NC(c2ccc(OC)cc2OC)C2C(=O)N(c3cccc(C(C)=O)c3)C(=O)C21 (configuration not stated) | 1% | -0.2% | -20% | -2% | 5% | 6% | · | -0.7% | -1.2%

Screens deposited in PubChem BioAssay by several laboratories.

Only part of the results is shown (hit frequency here may not be typical).
